Screening data as filed in PubChem.
Lipid droplet = inhibitors of hepatocyte lipid droplet formation, primary screen, imaging, high-throughput imaging, BODIPY stain | AML12 mouse hepatocytes, oleate lipid droplets | inhibition, % at 6.5 µM | hit rate 0.4% among 240,000 | AID 1656, 2009;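 active means lipid droplet intensity inhibited by at least 50%, with more than 500 cells counted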
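System: AML12 hepatocytes (mouse). Probe or stimulus: oleic acid at 100 µM to induce lipid droplet formation. Times: overnight treatment with compound plus oleate. Detection: Image-based BODIPY and DAPI two-channel analysis. Evaluation: percent inhibition of filter-corrected integrated lipid droplet intensity per well.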
bCat nuc transl = modulators of beta-catenin nuclear translocation, primary screen, imaging, HeLa cells, immunofluorescence, high-content | nuclear translocation activity, % at 5 µM | hit rate 0.3% among 190,000;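 active means nuclear translocation activity above 50% at 5 µM, with a well cell count of 50 or more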;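 further: per-cell ratio of nuclear to cytoplasmic median beta-catenin stain intensity; plate controls were DMSO negative control for no effect and GSK-3 inhibitor IX positive control for full effect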
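Assay system: human HeLa cells, native beta-catenin; doses: 5 µM primary, 0.02–20 µM confirmation; incubation: compound treatment 24 h, 37°C, 5% CO2; technique: fluorescence imaging of beta-catenin antibody stain plus DAPI; measure: % activation, nuclear-to-cytoplasmic median beta-catenin signal ratio per cell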
PMI inhibitors = inhibitors of human PMI, primary screen, biochemical, fluorescence intensity, coupled assay (AID 1209). Mannose-6-phosphate isomerase (Homo sapiens). purified PMI enzyme, coupled fluorescence intensity; higher % means a stronger effect. inhibition, % at 20 µM, or IC50 in µM where a hit was titrated. hit rate 0.42% among 190,000; in the data active means inhibition above about 50%;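 further: plate controls were DMSO vehicle for no effect and wells lacking substrate for full effect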
TNAP activation fold = human TNAP enzyme activators, primary screen, biochemical, luminescent, no phosphate acceptor, uHTS (AID 1001). purified TNAP, luminescent activation assay, no phosphate acceptor; higher activation fold means a stronger effect. one-dose activation fold at 20 µM; EC50 in µM for titrated hits. hit rate 0.03% among 200,000. Alkaline phosphatase, tissue-nonspecific isozyme (Homo sapiens); in the data active means activation fold from about 3, or a potency from the dose series; inactive means the rest, 99 in 100 with activation fold below about 1.6; further: many of its hits are not listed in these tables
Insulin prom up = insulin promoter activators in MIN6 cells, imaging, high-content screening, mouse beta cells. AID 1625, 2009. MIN6 insulin promoter-GFP reporter; stronger effect = higher value. z-score at 5 µM. hit rate 0.3% among 190,000;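 active means z-score above 3 at 5 µM with at least 500 cells counted in the well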
Myeloid diff 2 = induction of myeloid progenitor differentiation, primary screen, cell-based, flow cytometry, MLPCN library. AID 624256, 2012. hit rate 1% among 360,000. calls only at 10 µM. ER-HoxA9 myeloid progenitors, lysozyme-GFP differentiation;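 active means normalized GFP-positive differentiation at or above the plate's own cutoff, the solvent-only control mean plus 3 SD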;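 further: cells exposed to compound for four days before flow analysis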
Dynein cargo inh = inhibitors of GR-EGFP nuclear translocation, primary screen, dynein cargo transport inhibitor project, imaging, high-content, 3617.4 mouse cells | test concentration mostly 20 µM; stimulated with dexamethasone, 1 µM; stronger effect = lower value | z-score, hits read low | hit rate 0.47% among 220,000;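 active means plate z-score of nuclear minus cytoplasmic receptor signal below a set negative limit, without overly bright fluorescence or cell loss, cut at about -3.5 in these data, passing the limit was not always enough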;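 further: z-score of nuclear minus cytoplasmic ring GR-EGFP intensity difference per well; some compounds called inactive have numbers as strong as hits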
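medium = tetracycline-free induction medium containing charcoal-stripped FBS | probe or stimulus = dexamethasone, 1.0 µM final | timing = 48 h induction, then 1 h compound, then 30 min agonist, 37 °C | detection = automated 10x imaging of fixed Hoechst-stained cells | read-out basis = nuclear versus cytoplasmic GR-EGFP signal, averaged per well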
MT stabilizer = microtubule stabilizers in HeLa cells, primary screen, imaging, high-content imaging. HeLa tubulin immunostaining HCS, 24 h; share of cells brighter than vehicle mean+2SD. % tubulin-high responders, % at 10 µM. hit rate 0.83% among 200,000. AID 2205, 2009;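 active means plate Z-score above 3 for both tubulin-high and condensed-nucleus cell shares, with cell loss under 80%, at 10 µM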;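 further: anti alpha tubulin signal scored within the nucleus-defined area of each cell; some results filed as inactive read as strong as hits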
T cell HTS = modulators of CD8 T cell-vesicle binding, primary screen, mouse 2C CD8+ T cells, flow cytometry; 2C CD8+ T cell-vesicle binding; stronger effect = lower value; calls only at 7 µM; hit rate 0.068% among 330,000;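 active means response, share of CD8 T cells binding vesicles, and their 90th percentile fluorescence all below set limits, cut at about 80% in these data, passing the limit was not always enough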
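incubation = binding step 1.5 h, 37 °C, antibody labelling 20 min, ice | test system = 2C mouse CD8+ T cells | read-out basis = percent CD8+ FL2 mean versus row control | controls = Peptide-free naked vesicles (low) and QL9 vesicles with 0.7% DMSO vehicle (high) | detection = flow cytometry of vesicle-bound cells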
Dynein cargo inh cytoplasmic EGFP = further read-out of Dynein cargo inh, marked with its call; z-score; measured here: cytoplasmic GR-EGFP intensity; stronger effect = higher value
Dynein cargo inh nuclear GR-EGFP = further read-out of Dynein cargo inh, marked with its call; z-score; measured here: nuclear GR-EGFP intensity;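 lower value marks the stronger effect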
Dynein cargo inh cell count = second read-out of Dynein cargo inh, no call of its own (marks repeat the call); z-score; measured here: cell count per field
Insulin prom up cell count = second read-out of Insulin prom up, no call of its own (marks repeat the call); cell count; measured here: cytotoxicity, nuclei count;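 total cells summed across four imaged fields per well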
Lipid droplet cells 6.5 µM = second read-out of Lipid droplet, no call of its own (marks repeat the call); cell count; measured here: cell count, cytotoxicity flag;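 cells counted across two imaged fields per well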
bCat nuc transl cell count 5 µM = further read-out of bCat nuc transl, marked with its call; cell count; measured here: cell count, cytotoxicity flag
T cell HTS vesicle-bound % = further read-out of T cell HTS, marked with its call; double positive events, %; measured here: CD8+ vesicle-bound cell fraction;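 binding gate set so that unloaded-vesicle control wells show 10% double positive cells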
MT stabilizer Hoechst-high % = also measured in MT stabilizer; calls as there; % Hoechst-high responders; measured here: nuclear condensation Hoechst responders;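 share of cells brighter than vehicle mean plus two SD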
MT stabilizer cytotoxicity % = also measured in MT stabilizer; calls as there; toxicity, %; measured here: cytotoxicity by cell density;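 0% = mean cell density of plate MIN control wells and 100% = no cells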
Myeloid diff 2 GFP+ MAC1+ % = also measured in Myeloid diff 2; calls as there; GFP+ MAC1+ double positive, %; measured here: differentiation confirmed by MAC1 staining
Active calls of the source: *; i = inactive; / = not tested or not shown.

SMILES	Lipid droplet	Lipid droplet cells 6.5 µM	bCat nuc transl	bCat nuc transl cell count 5 µM	PMI inhibitors	TNAP activation fold	Insulin prom up	Insulin prom up cell count	Myeloid diff 2	Myeloid diff 2 GFP+ MAC1+ %	Dynein cargo inh	Dynein cargo inh cytoplasmic EGFP	Dynein cargo inh nuclear GR-EGFP	Dynein cargo inh cell count	MT stabilizer	MT stabilizer Hoechst-high %	MT stabilizer cytotoxicity %	T cell HTS	T cell HTS vesicle-bound %
Cc1cc(=O)oc2cc(OCC(=O)Nc3nnc(C(C)C)s3)ccc12	3	794	-3.6	1162	-1%	1.1	-1.2	773	i	0.7	-0.58	0.53	-0.28	0.88	1.7	1.1	13	i	34
CCOC(=O)c1[nH]c2cc(OC)c(OC)cc2c1NC(=O)c1nonc1C	/	/	-0.6	1401	6%	1.1	-0.09	1347	i	2.2	0.57	-0.19	0.23	-0.82	6.1	2.7	15	i	38
COc1ccc(NC(=O)C(Sc2nnc3ccccn23)c2ccccc2)cc1Cl (stereo not drawn)	-8	534	0.3	1143	12%	1.1	0.35	1469	i	0.2	-0.093	-0.2	0.12	-0.86	1.9	1.8	7.4	i	48
S=C(NCc1cccs1)Nc1cc(Cl)cc(Cl)c1	1	728	0.7	1060	/	/	-0.64	1348	i	0.8	0.67	0.59	0.61	0.021	/	/	/	i	25
Cc1[nH]nc2c1C(Cc1ccccc1)C(C#N)=C(N)O2 (stereo not drawn)	/	/	-3.8	695	-4%	1	2.2	1159	i	0.4	0.15	-0.19	-0.15	0.32	1.2	1.2	7.5	i	33
CN(CCN(C)C(C)(C)C)C(=O)C(c1ccccc1)c1ccccc1	-5	642	-0.2	1316	/	/	0.93	1077	i	1.4	1.3	0.52	1.4	-1.4	/	/	/	i	32
CCOc1ccc(CN2CCC(=O)NC2=O)cc1	/	/	3.6	1117	9%	1.1	0.94	1396	i	0.6	-0.61	-0.32	-0.15	0.29	3.8	3.5	5.3	i	12
CN(C)CCCNCC(=O)Nc1ccccc1N1CCOCC1	15	780	-3.9	1271	5%	1.1	0.28	951	i	0.9	-0.13	-0.23	0.6	0.24	1.6	1.5	4.6	i	60
COc1c(Cl)cc(-c2noc(C)c2C(=O)NCc2ccccc2)cc1Cl	/	/	/	/	0%	1.1	-0.54	885	i	2.3	0.9	-0.063	0.6	-1.1	5.1	2.7	5.8	i	49
CN(C)CCn1c(=S)[nH]c2ncccc2c1=O	6	797	-0.4	1054	-4%	1	-0.86	1259	i	0.4	1.2	-0.2	1.6	-2.8	2.9	1.1	3.4	i	54
Cc1cc2c3c(c1C)C(=O)C(=O)N3C(C)(C)CC2C (stereo not drawn)	-13	756	0.2	1056	-2%	1	/	/	i	0.5	-0.89	-0.22	-0.62	1.3	2.0	1.9	6.6	i	65
CCCSc1nc2c(c(=O)[nH]c(=O)n2C)n1C	/	/	-2.3	1153	-4%	1.1	0.6	1258	i	0.5	-0.77	-0.34	-0.26	0.77	3.9	2.5	1.0	i	50
O=C(c1ccccc1)N1CCN(C(=O)C23CC4CC(CC(C4)C2)C3)CC1	/	/	-5.4	1006	-4%	1.1	0.27	1265	i	1.0	-0.48	-0.19	-0.19	0.29	2.0	1.8	6.2	i	33
Cc1c(Br)c(C(F)(F)F)nn1CC(=O)NCCN1CCOCC1	8	654	-1.1	960	8%	1.1	1.4	1559	i	3.7	2.4	-0.1	0.21	-0.037	3.1	0.9	7.4	i	17
Cc1ccc(S(=O)(=O)N(C)C2(C)CCS(=O)(=O)C2)cc1 (stereo not drawn)	17	762	/	/	-2%	1.1	-0.58	870	i	0.5	0.32	0.044	0.57	-1.6	1.1	1.2	8.0	i	23
COc1ccc(N2Cc3cccc(C(=O)N4CCOCC4)c3C2=O)cc1	16	786	/	/	-8%	1.1	-1.1	897	i	0.3	-0.53	-0.21	-0.03	0.43	2.3	1.8	6.6	i	56
c1ccc(Cn2nnnc2CN2CCOCC2)cc1	/	/	-0.7	1344	6%	1	-0.05	1629	i	1.1	-0.025	-0.17	-0.65	-0.95	4.5	2.4	7.3	i	39
CC(=O)c1c(C)[nH]c(C(=O)NCc2cccs2)c1C	-4	643	/	/	-1%	1.1	0.3	1160	i	1.0	0.47	-0.21	0.66	-0.18	3.2	1.8	2.2	i	44
Cc1cc(Cl)c(S(N)(=O)=O)cc1OCC(N)=O	14	707	/	/	4%	1.1	0.35	1277	i	0.2	0.34	-0.19	0.074	0.19	3.9	2.4	6.1	i	26
COc1ccccc1-c1ccc(SCc2ccccc2F)nn1	-10	751	-0.1	1093	10%	1.2	-0.41	1270	i	0.8	-0.15	-0.28	-0.14	0.19	4.4	1.9	8.2	i	33
CSC1=N/C(=C\c2ccccc2C)C(=O)S1	-2	697	-1.3	1092	-14%	1	0.17	1233	i	0.2	0.31	-0.21	0.42	-0.88	3.3	3.2	5.6	i	60
Cn1c2c(c(=O)n(C)c1=O)CN(CC1CCCO1)CN2 (stereo not drawn)	/	/	-0.8	1144	1%	1.1	-0.34	1379	i	0.6	0.16	-0.11	0.78	-1.4	4.0	2.4	13	i	6
COCCNC(=O)CN(c1cc(C(F)(F)F)ccc1Cl)S(C)(=O)=O	/	/	-2.3	1150	-2%	1.1	0.22	1310	i	5.2	1.9	-0.077	0.82	-0.8	1.8	1.9	4.3	i	13
COc1cc(NC(=O)c2ccc([N+](=O)[O-])cc2)ccc1NC(=O)C(C)C	-10	715	3.0	967	10%	1.1	0.57	1510	i	0.4	-0.037	-0.26	0.16	-0.73	1.0	0.6	2.9	i	67

3 compounds already listed, sorted by the number in Dynein cargo inh, descending:
| SMILES | Dynein cargo inh |
| --- | --- |
| COc1cc(NC(=O)c2ccc([N+](=O)[O-])cc2)ccc1NC(=O)C(C)C | -0.037 |
| O=C(c1ccccc1)N1CCN(C(=O)C23CC4CC(CC(C4)C2)C3)CC1 | -0.48 |
| COc1ccc(N2Cc3cccc(C(=O)N4CCOCC4)c3C2=O)cc1 | -0.53 |

Further structures:
SMILES	Lipid droplet	Lipid droplet cells 6.5 µM	bCat nuc transl	bCat nuc transl cell count 5 µM	PMI inhibitors	TNAP activation fold	Insulin prom up	Insulin prom up cell count	Myeloid diff 2	Myeloid diff 2 GFP+ MAC1+ %	Dynein cargo inh	Dynein cargo inh cytoplasmic EGFP	Dynein cargo inh nuclear GR-EGFP	Dynein cargo inh cell count	MT stabilizer	MT stabilizer Hoechst-high %	MT stabilizer cytotoxicity %	T cell HTS	T cell HTS vesicle-bound %
COc1cccc(NC(=O)CC(C)=O)c1	4	664	0.8	920	-6%	1.1	0.32	1380	i	5.1	-0.31	-0.28	-0.28	0.16	1.7	3.3	8.6	i	63
CCCNC(=O)COC(=O)c1cc(-c2ccc(OC)cc2)nc2ccccc12	35	656	0.0	1092	6%	1.1	0.53	1242	i	0.9	0.99	-0.36	0.24	-0.54	1.1	1.8	3.9	i	12
Cc1ccc(-n2nc3c(c2NC(=O)CCC2CCCCC2)CS(=O)C3)cc1 (stereo not drawn)	/	/	/	/	8%	1.3	-0.61	879	i	1.1	-0.42	-0.26	-0.24	0.45	3.1	3.0	7.2	i	42
Fc1ccccc1Nc1n[nH]c(=S)s1	10	729	-0.8	1177	39%	1	0.09	1295	i	0.3	-0.37	-0.34	0.075	0.81	4.9	2.7	8.0	i	56
CCc1cc2c(SCC#N)ncnc2s1	0	676	-0.4	1420	3%	1	-0.63	1452	i	0.2	3.1	-0.33	1.6	-1.2	4.6	2.7	6.3	i	40
Cc1cc(N/N=C/c2ccc(N(C)C)cc2)nc(NCc2ccccc2)n1	6	802	1.1	1278	/	/	0.1	1021	i	0.3	0.69	-0.25	0.19	-0.21	/	/	/	i	39
CCc1nnc(NC(=O)Cn2nc(-c3ccc(OC)c(OC)c3)ccc2=O)s1	-6	729	-4.6	1199	8%	1.1	-0.74	982	i	0.6	0.18	-0.23	0.21	0.55	3.1	2.1	6.5	i	25
Cc1cc(NC(=S)Nc2ccc(C)c(Cl)c2)n[nH]1	-5	675	6.9	829	/	1.8	-0.02	1502	i	0.3	-0.82	-0.29	0.1	0.38	3.2	2.5	4.9	i	16
Cn1nc(/C=C/c2ccccc2)ccc1=O	14	688	-4.4	1130	0%	1.1	-0.01	1266	i	0.2	3.1	-0.07	1.9	-1.9	3.0	3.2	7.9	i	28
O=C1CS/C(=N/N=C/c2cccs2)N1	-7	613	-1.5	1108	-4%	1	0.58	1156	i	0.2	-0.92	-0.34	-0.52	0.53	3.3	0.6	9.9	i	30
O=C(Cn1nc(-c2ccccc2)ccc1=O)Nc1ccc(-n2cnnn2)cc1	38	672	-2.1	1324	/	/	1.3	912	i	0.3	1.5	-0.14	1.6	-2.2	/	/	/	i	35
COC(=O)c1ccc(COc2ccc3c(c2)CCC3)o1	7	679	0.0	1313	/	/	0.55	1068	i	0.4	0.36	-0.28	0.088	-0.22	/	/	/	i	35
